# Bioassay records: PubChem, several laboratories
# Avidin bead fluor – green autofluorescence of compounds with avidin beads – biophysical, 488/530 nm, flow cytometry, artefact control, profiling panel; 220,000 compounds, 0.38% hits; fluorescence (KMESF) at 10 µM; compound fluorescence 488/530 nm; active compounds read high; in the data active = fluorescence above about 47; also: inactives centre near 10
# Mcl1-Noxa inh – Mcl-1/Noxa binding inhibitors, primary screen, biochemical, TR-FRET, 1536-well; TR-FRET Mcl-1/Noxa peptide binding, 2 h; inhibition, % at 21.7 µM; 220,000 compounds, 1.5% hits;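 active = compounds that cut the protein-peptide binding signal by more than 50% relative to plate controls in a single-dose test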;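 also: His-tagged Mcl-1 with rhodamine Noxa BH3 peptide and terbium anti-His antibody; 0% = Mcl-1 plus Noxa peptide wells and 100% = peptide-only wells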
# Target sequence (Q07820 whole entry, looked up): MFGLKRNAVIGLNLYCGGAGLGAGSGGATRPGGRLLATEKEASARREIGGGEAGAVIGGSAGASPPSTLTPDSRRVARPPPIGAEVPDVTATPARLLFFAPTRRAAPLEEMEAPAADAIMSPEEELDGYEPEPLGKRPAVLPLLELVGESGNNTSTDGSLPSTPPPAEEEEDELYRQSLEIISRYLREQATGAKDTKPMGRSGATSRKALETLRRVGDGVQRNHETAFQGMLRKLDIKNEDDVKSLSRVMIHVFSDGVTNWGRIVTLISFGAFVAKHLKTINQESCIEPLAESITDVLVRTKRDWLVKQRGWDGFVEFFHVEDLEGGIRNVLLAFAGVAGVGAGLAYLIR
# ABCG2 block – ABCG2 efflux pump inhibitors, primary screen, multiplex with ABCB1, IgMXP3 cells, flow cytometry; Broad substrate specificity ATP-binding cassette transporter ABCG2 (Homo sapiens), Q9UNQ0; JC-1 efflux; inhibition, % at 6.6 µM; 190,000 compounds, 0.1% hits; AID 1325, 2008;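 active = inhibition above 80%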;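 also: 0% = DMSO and 100% = nicardipine control wells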
# Target sequence (Q9UNQ0 whole entry, looked up): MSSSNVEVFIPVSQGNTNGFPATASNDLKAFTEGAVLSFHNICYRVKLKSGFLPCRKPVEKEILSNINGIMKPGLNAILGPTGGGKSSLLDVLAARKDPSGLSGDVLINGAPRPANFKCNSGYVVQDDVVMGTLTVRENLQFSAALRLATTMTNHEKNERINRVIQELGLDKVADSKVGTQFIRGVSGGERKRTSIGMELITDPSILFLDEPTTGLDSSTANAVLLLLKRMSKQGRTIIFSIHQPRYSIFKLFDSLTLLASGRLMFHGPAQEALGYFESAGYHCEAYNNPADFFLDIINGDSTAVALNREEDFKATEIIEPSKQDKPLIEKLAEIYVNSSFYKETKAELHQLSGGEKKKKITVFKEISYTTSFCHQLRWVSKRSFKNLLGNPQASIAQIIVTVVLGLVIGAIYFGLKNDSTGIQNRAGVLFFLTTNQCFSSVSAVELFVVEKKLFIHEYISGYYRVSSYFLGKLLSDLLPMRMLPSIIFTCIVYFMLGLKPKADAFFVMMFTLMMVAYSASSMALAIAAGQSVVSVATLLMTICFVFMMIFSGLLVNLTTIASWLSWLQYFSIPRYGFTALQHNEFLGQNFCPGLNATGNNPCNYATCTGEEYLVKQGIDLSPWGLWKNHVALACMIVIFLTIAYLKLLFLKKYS
#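 test system = two drug-resistant human cell lines, ABCG2 and ABCB1 | amount = 3 million cells/mL final, two lines in 1:1 ratio | reagent = JC-1 transporter substrate | doses = one concentration, 6.6 µM final | incubation = 10 min at 25 °C | signal = flow cytometric JC-1 green MFI at 530 nm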
# RGS4-Gao reg – modulators of RGS4 binding to Galphao, primary screen, biochemical, multiplexed bead flow cytometry; Guanine nucleotide-binding protein G(o) subunit alpha (Homo sapiens), P09471; actives lie on both sides; binding response (% of control), % at 10 µM; 220,000 compounds, 0.33% hits; AID 1415, 2008; in the data active = binding response below about 49% or above about 150%; inactive = in between;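 also: fluorescent Galphao activated with aluminum fluoride binding bead-coupled RGS4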
# RGS7-Gao reg – RGS7-Galphao binding modulators, primary screen, biochemical, multiplexed bead flow cytometry; 220,000 compounds, 0.35% hits; binding response (% of control), % at 10 µM; Guanine nucleotide-binding protein G(o) subunit alpha (Homo sapiens), P09471; AID 1439, 2008; actives lie on both sides; in the data active = binding response below about 49% or above about 150%; inconclusive = no clear call, values can overlap the other calls; inactive = in between;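 also: fluorescent Galphao held in activated GDP-AlF4 state binding bead-coupled RGS7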
# Mcl1-Bid inh – Mcl-1/Bid binding inhibitors, primary screen, biochemical, TR-FRET, 1536-well; AID 1021, 2008; TR-FRET Mcl-1/Bid-Dy647 peptide binding; 220,000 compounds, 0.97% hits; Induced myeloid leukemia cell differentiation protein Mcl-1 (Homo sapiens), Q07820; inhibition, % at 21.7 µM;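 active = compounds that cut the binding signal by more than half at the single screening dose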;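 also: His-tagged Mcl-1 with europium anti-His antibody binding Bid BH3 peptide; 0% = Mcl-1 plus peptide wells and 100% = peptide-only wells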
# Pf gametocyte – late stage P. falciparum gametocyte viability inhibitors, primary screen, ATP luminescence, HTS. 150,000 compounds, 0.065% hits. P. falciparum stage V gametocytes, 24 h. AID 743093, 2013. inhibition, % at 10.9 µM;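 active = inhibition above the mean plus 3 SD of compounds within the control limits, set per campaign, cut at about 38% in these data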;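 also: 0% = DMSO wells and 100% = medium only without gametocytes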
# ABCB1 inh – ABCB1 efflux pump inhibitors, primary screen, cell-based, multiplex, flow cytometry, ABCG2 counter-screen; ATP-dependent translocase ABCB1 (Homo sapiens), P08183; CCRF-Adr cells, JC-1 efflux; inhibition, % at 6.6 µM; 190,000 compounds, 0.067% hits; AID 1326, 2008; in the data active = inhibition above about 40%;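 also: 0% = vehicle and 100% = reference inhibitor; higher value means more JC-1 retained so stronger ABCB1 efflux block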
# RGS8-Gao reg – RGS8-Galphao binding modulators, primary screen, biochemical, multiplexed bead flow cytometry; Guanine nucleotide-binding protein G(o) subunit alpha (Homo sapiens), P09471; actives lie on both sides; response (percent of control binding), % at 10 µM; 220,000 compounds, 0.34% hits; AID 1423, 2008; in the data active = response below about 60% or above about 140%; inactive = in between;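 also: Galphao activated as the GDP aluminium fluoride complex binding bead-coupled RGS8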
# GSH bead fluor – compound fluorescence on glutathione beads, profiling panel, artefact control, biophysical, 488/530 nm, flow cytometry; GSH beads flow cytometry, compound fluorescence 488/530 nm; active compounds read high; fluorescence (KMESF) at 10 µM; 190,000 compounds, 0.25% hits; in the data active = fluorescence above about 89;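 also: glutathione beads carrying GST-tagged Bcl family fusion proteins plus one bare bead set; values are compound well signal with DMSO vehicle wells as background; inactives centre near 16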
# Bim-Mcl-1 – inhibitors of Bim peptide binding to Mcl-1, primary screen, biochemical, bead-based flow cytometry, multiplex; Induced myeloid leukemia cell differentiation protein Mcl-1 (Homo sapiens), Q07820; Bim peptide-Mcl-1 binding; inhibition, % at 10 µM; 190,000 compounds, 0.1% hits; AID 1009, 2008; in the data active = inhibition above about 40%;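 also: 0% = no compound tracer wells and 100% = peptide blocker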
# The depositor's hits bear a star; ? = inconclusive; . = no result given.
nr	SMILES	Avidin bead fluor	Mcl1-Noxa inh	ABCG2 block	RGS4-Gao reg	RGS7-Gao reg	Mcl1-Bid inh	Pf gametocyte	ABCB1 inh	RGS8-Gao reg	GSH bead fluor	Bim-Mcl-1
1	CCN1C(=O)CSc2ccc(C(=O)OC)cc21	7	-1.7	8.9	103.9	103.3	-4.3	.	0.6	103.3	13	-4.0
2	C#CCn1cc(/C=N/NC(=O)COc2cccc3cccnc23)c2ccccc21	13	69.7*	17.4	100.7	102.2	85.5*	15.2	1.6	101.9	6	-7.0
3	C[C@@H](C(=O)Nc1ccc2ccccc2c1)[C@@H]1C[C@@]1(C)[C@@H](NC(=O)c1cnccn1)c1ccccc1	10	9.4	0.0	103.3	102.5	33.9	-10.4	0.5	102.2	17	-2.0
4	O=C(CCCCCNC(=O)c1ccccc1)N/N=C/c1ccc(F)cc1	9	-17.6	11.0	99.0	?	-20.6	2.2	0.5	100.8	13	-2.0
5	Cc1cn(C(=O)c2ccccc2)c(=S)n1-c1ccc(Cl)cc1	8	12.5	4.3	105.5	102.7	8.9	.	0.1	105.3	17	-3.0
6	CSC1=NC(C)(C)C=C(/C=C/c2ccc(Cl)cc2)N1	9	7.3	-2.1	98.5	97.5	-9.8	-17.4	-0.6	98.9	20	2.0
7	COc1cccc(NC(=O)c2sc(NC(=O)c3ccncc3)nc2C)c1	7	-0.1	.	106.0	?	-36.4	1.9	.	99.3	.	.
8	CCOC(=O)COc1ccc([N+](=O)[O-])cc1	16	26.1	15.6	103.0	104.1	8.3	14.9	1.4	102.8	5	-3.0
9	Cc1ccc(NC(=O)CSc2nsc(SCC(=O)Nc3ccc(C)cc3C)c2C#N)c(C)c1	9	-10.7	-1.1	101.6	102.7	6.5	.	-0.5	104.8	12	-9.0
10	O=C1C2C3CCCC3=C3CCCC3C2C(=O)N1c1cccc(Cl)c1 (stereo unspecified)	11	0.0	3.5	102.4	102.4	-27.9	.	0.6	98.9	26	0.0
11	Cc1ccc(C(=O)c2cc([N+](=O)[O-])ccc2N2CCOCC2)cc1C	12	-3.0	-2.9	102.2	101.1	-3.7	.	-0.3	99.1	12	-4.0
12	CCN(CC)CCCN1C(=O)C(=O)/C(=C(/O)c2cc(C)ccc2C)C1c1cccnc1 (stereo unspecified)	14	9.1	0.8	84.2	93.5	-51.4	.	0.4	89.4	12	1.0
13	CSc1nsc(SC)c1C(=O)Nc1ccc(Cl)cc1	4	-11.2	.	97.9	?	-14.3	10.8	.	99.0	.	.
14	CCCCNc1cc(F)nc(N)n1	9	13.8	5.0	99.2	98.7	-12.0	.	0.6	99.1	24	0.0
15	CCN1CC(CN(C)Cc2cn(-c3ccc(C)cc3)nc2-c2cccc(C)c2)CC1=O (stereo unspecified)	10	-7.8	-4.0	93.8	98.6	-23.4	19.0	-1.4	99.8	19	4.0
16	CC(=O)O[C@@H]1[C@H]2[C@@H](C[C@@H](C)[C@@H]3C=CC(=O)[C@@]13C)OC(=O)[C@@H]2C	8	-4.8	.	103.0	?	-5.8	2.7	.	102.2	.	.
17	O=C(CCS(=O)NCc1ccccc1)NCc1ccccc1 (stereo unspecified)	21	8.7	3.7	101.1	113.8	3.0	.	0.4	103.9	17	-3.0
18	O=c1[nH][nH]c(C(F)(F)F)c1C=NCc1cccc(Cl)c1	7	27.4	0.6	93.2	95.2	-7.9	10.2	0.0	97.5	5	0.0
19	COc1ccc(C(=O)c2cnc3cc4c(cc3c2C)OCO4)cc1	12	2.6	.	105.2	105.7	26.2	.	-0.9	120.2	33	-1.0
20	CC1CC(C)(C)CC2(C1)NC(=S)N(c1ccccc1)N2 (stereo unspecified)	13	6.0	1.2	105.2	102.8	-76.2	-8.2	0.5	104.0	58	3.0
21	COc1ccc(NC(=O)CSc2nnnn2C2CCCC2)cc1	9	-6.9	0.5	99.6	97.0	-34.1	18.7	-0.1	100.3	23	-1.0
22	O=C1CC(Cc2ccccc2)C(=O)N1CCCn1ccnc1 (stereo unspecified)	15	24.9	1.1	91.6	88.0	33.3	12.8	0.5	100.0	49	-2.0
23	Nc1cc(C(=O)O)ccc1N1CCCCCC1	13	20.8	-4.3	101.3	100.1	-23.1	.	0.7	101.1	27	-5.0
24	O=C(COc1ccccc1C(=O)NCc1ccncc1)Nc1ccc(Br)cc1	24	8.5	6.6	106.8	102.3	-2.8	14.4	2.0	104.9	11	0.0
25	CC(=O)Nc1ccc(OC(=O)c2cccs2)cc1	11	15.2	1.7	96.5	100.7	1.8	.	0.1	103.3	27	-4.0
26	CCC(C)NC(=S)N1CCN(C)CC1 (stereo unspecified)	11	14.6	-1.6	102.9	100.5	0.8	-5.2	0.2	102.9	12	-1.0
27	CC1CCCCN1C(=O)Nc1cccc(C(F)(F)F)c1 (stereo unspecified)	11	-4.7	1.3	103.3	101.0	-10.5	-9.1	0.4	104.1	13	0.0
28	CCOC(=O)C1CCN(C(=O)CCn2c(=O)[nH]c3ccccc3c2=O)CC1	37	-17.1	0.3	103.2	100.3	-1.4	.	0.0	101.9	13	0.0
29	Clc1ccc(CSc2cc3c(nn2)-c2ccccc2CC3)cc1	10	-7.4	6.5	98.2	99.3	-2.3	-0.9	0.3	97.2	37	-3.0
30	O=C1C(=Cc2ccc(Br)o2)C(=O)c2ccccc21	-6	104.8*	-11.3	53.4	1.6*	76.0*	.	1.6	32.1*	8	2.0
31	NC(=O)N/N=C/c1c(O)ccc2oc3c(c12)CCCC3	7	1.0	.	98.0	?	-28.7	-15.7	.	99.3	.	.
32	O=C1CN(C(=O)CC2c3ccccc3-c3ccccc32)CC(=O)N1	13	0.5	1.3	98.6	94.0	-24.5	30.6	0.5	100.5	27	2.0
33	CCOCCn1c(SCC(=O)OCc2ccccc2)nc2c1c(=O)[nH]c(=O)n2C	7	10.3	.	99.8	?	-45.1	.	.	98.3	.	.
34	CN(C)S(=O)(=O)c1ccc(Cl)c(NC(=O)COC(=O)CN2C(=O)NC(C)(C)C2=O)c1	13	13.6	1.5	100.0	98.9	-25.6	.	0.3	104.2	8	0.0
35	CN(C)c1ccc(C(=O)NCc2ccc3c(c2)CCO3)cc1	4	11.3	.	103.6	?	-17.2	3.1	.	100.3	.	.
36	O=C(C1CC1)N1CCN=C1SCc1ccccc1	6	9.1	1.5	101.9	102.0	-13.0	.	0.6	105.3	25	0.0
37	NC(=S)NNC(=O)/C(=C/c1ccc(Br)cc1)NC(=O)c1ccccc1	26	-7.3	-0.9	104.7	108.0	-38.7	-13.8	-0.4	104.0	11	-4.0
38	Nc1c(-c2ccccc2)cnn1-c1ccc(C(=O)O)cc1	6	7.7	0.5	94.7	96.0	-51.2	-4.6	0.2	98.9	41	-1.0
39	COc1ccc(NC(=O)COC(C)=O)cc1Cl	3	7.9	-4.4	104.4	102.6	-12.4	.	-1.2	101.9	10	-6.0
40	O=C(CC1NC(=S)NC1=O)c1ccc(Cl)cc1 (stereo unspecified)	8	5.5	.	102.0	?	-9.0	8.5	.	101.8	.	.
41	N#C/C(=C/c1ccc(-c2ccccc2[N+](=O)[O-])o1)C(=O)NCCN1CCCCC1	4	26.3	.	106.4	?	-55.3	-8.9	.	104.6	.	.
42	CNC(=O)c1cc2c(s1)CCCCCC2	44	19.3	29.3	96.0	100.5	10.8	19.2	0.0	98.5	27	-4.0
43	COc1cc(/C=N/NC(=O)CNc2n[nH]c(=O)[nH]c2=O)ccc1OCc1ccccc1	3	9.5	.	102.3	?	-8.5	5.6	.	102.6	.	.
44	Cc1[nH]n(-c2ccccc2)c(=O)c1/C=N/NC(=O)c1cccc([N+](=O)[O-])c1	11	-56.2	0.6	100.6	96.4	-107.6	.	-0.1	98.3	16	-1.0
45	COc1ccc(C2=NOC3(CC(=O)N(c4ccc(C)cc4)C3=O)C2)c(OC)c1 (stereo unspecified)	9	6.9	6.8	100.7	97.9	-1.8	25.4	0.1	96.2	29	-1.0
46	S=c1[nH]nc(C2CCCCC2)n1/N=C/c1cccs1	8	-3.3	-1.8	107.4	115.2	-47.7	-7.1	-0.4	101.2	7	2.0
47	Cn1c(=O)c(=O)n(C)c2cc([N+](=O)[O-])c([N+](=O)[O-])cc21	9	17.8	3.3	97.1	?	-16.9	.	0.0	102.0	12	0.0
48	CCOc1ccc(NS(=O)(=O)c2ccc(OCC(=O)N3CCCC3)cc2)cc1	28	-8.9	3.6	100.8	98.8	-26.1	.	1.5	99.9	25	0.0
49	O=C(NC1=NCCS1)c1ccccc1OCc1ccc(F)cc1	10	-0.4	1.7	103.7	101.8	2.7	4.1	0.1	107.8	16	-1.0
50	CCOc1ccc(N(C(C)=O)C2C=CS(=O)(=O)C2)cc1 (stereo unspecified)	21	-1.2	1.8	100.2	99.0	0.0	.	0.4	98.2	14	-6.0
51	CCOC(=O)C1=NN(c2ccccc2)C(c2ccccc2)CC1=O (stereo unspecified)	24	17.6	1.7	99.3	99.9	-5.2	.	0.3	102.3	15	2.0
52	N#Cc1nc(-c2ccc(F)cc2)oc1N1CCCC1	24	10.8	8.1	98.3	97.8	0.3	-1.0	1.0	89.5	14	0.0
53	O=C(OCC#CCSc1nnc(-c2ccccc2)o1)c1cc2ccccc2o1	42	7.6	2.5	95.7	98.5	-1.9	.	0.2	100.0	27	-5.0
54	COc1ccc(C)cc1S(=O)(=O)N1CCN(c2cccc(C(F)(F)F)c2)CC1	14	14.4	1.1	103.2	99.9	-10.7	2.3	0.2	103.0	26	0.0
55	Cc1ccc(C2OC3=C(C(=O)CC(C)(C)C3)C(N)=C2C#N)o1 (stereo unspecified)	8	11.8	-3.8	87.4	85.7	-32.4	-18.6	-0.1	92.5	13	2.0

# Entries by screen from the list:
# ABCB1 inh, entries 49–54, in order: 0.1, 0.4, 0.3, 1.0, 0.2, 0.2
